# Compound activity from PubChem.
# GRP78 ERSR act – inducers of ER stress response in human glioma cells. U87-MG GRP78 promoter luciferase reporter, 16 h. Potency, µM, inactives show at the top dose activation, most hits filed as activators. 420,000 compounds, 0.02% hits; note: series mostly up to about 76 µM; % of control where 0% means no effect; nearly all actives have a fitted effect of over 35% in size
#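 Stably transfected U87-MG human glioma cells carrying a GRP78-based luminescent sensor were seeded at 1000 cells/well, pin-dosed with compounds and incubated 16 h. Luciferase reagent was then added, and end-point luminescence was read after 10 min at room temperature.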
# Vif-A3F inh – inhibitors of Vif-A3F interaction. HeLa A3F-eYFP + Vif (tagged APOBEC3F with the HIV-1 protein that degrades it), YFP fluorescence increase. Potency, µM (titrated, usually from 46.1 µM), for inactives: at the highest dose activity, negative = active. 390,000 compounds, 0.2% hits. AID 602313; note: % of control where 0% means no effect; nearly all actives have a fitted effect of over 65% in size
#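 Fluorescence increase (Ex 488/Em 500-530) after overnight compound treatment at 37 deg C flags inhibition of Vif-driven A3F-eYFP loss in stable HeLa A3F-eYFP/Vif cells seeded overnight beforehand.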
# Vif-A3G inh – inhibitors of Vif-APOBEC3G interaction; Q9HC16; HeLa A3G-eYFP + Vif (tagged APOBEC3G with the HIV-1 protein that degrades it), YFP fluorescence, overnight; Potency, µM (top dose mostly 46.1 µM), for the others: top-dose activity, negative = active, most hits filed as inhibitors; 410,000 compounds, 0.076% hits; AID 602310;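 note: % is set by controls: 0 for no effect and ±100 for the full control effect; nearly all actives have a fitted effect of over 60% in size; hits raise eYFP signal because A3G escapes Vif-driven loss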
# Target sequence (Q9HC16 whole entry, looked up): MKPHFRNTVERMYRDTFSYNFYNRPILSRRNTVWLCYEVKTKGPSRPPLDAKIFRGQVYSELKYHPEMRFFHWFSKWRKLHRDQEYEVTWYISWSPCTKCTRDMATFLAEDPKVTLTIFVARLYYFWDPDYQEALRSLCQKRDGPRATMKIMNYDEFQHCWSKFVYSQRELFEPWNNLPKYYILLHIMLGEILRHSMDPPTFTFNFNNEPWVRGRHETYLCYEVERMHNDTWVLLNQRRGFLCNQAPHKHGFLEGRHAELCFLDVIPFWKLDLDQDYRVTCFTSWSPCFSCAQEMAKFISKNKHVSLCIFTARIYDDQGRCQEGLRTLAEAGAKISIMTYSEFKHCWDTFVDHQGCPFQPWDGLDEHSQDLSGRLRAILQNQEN
#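 Read-out is eYFP fluorescence (Ex 488/Em 500-530) from Vif-expressing HeLa A3G-eYFP cells; more signal means A3G escaped Vif-mediated degradation. Cells plated overnight, compound pinned in, incubated overnight at 37 deg C.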
# * = called active by the depositor; ? = inconclusive; & = joins results of further samples. Calls come from the whole dose curve; as a rule, active = well fitted curve in the direction sought with a large enough effect; inconclusive = small, poorly fitted or top-dose-only effect, or another doubt; inactive = no such curve, though single readings can be large; an effect the other way counts as inactive or inconclusive. Potency is the fitted concentration of half-maximal effect.
# Each structure is followed by: GRP78 ERSR act | Vif-A3F inh | Vif-A3G inh
> C[C@@H]1[C@@H](Sc2ccccc2)CC(=O)O[C@@H]1c1ccc(-c2ccccc2)cc1
  -7%&-7% | 1% | -17%&-17%
> C[C@H](CO)N1C[C@H](C)[C@@H](CN(C)S(=O)(=O)c2ccc(Cl)cc2)Oc2ccc(NS(=O)(=O)c3ccccc3)cc2CC1=O
  -1% | 4% | -9%
> COc1ccc(CNS(=O)(=O)CCNCc2ccccc2OC)cc1
  -1% | -5% | 0%
> O=C(Cn1cc(COc2ccc3ccc(=O)oc3c2)nn1)c1ccc(O)cc1
  -1% | 9% | -14%
> C#CCOCCOCCOCCNc1nc(N2CCN(C(=O)C([C@@H](C)O)n3cc([C@@H](N)CCCCN)nn3)CC2)nc(N2CCN(C(=O)C([C@@H](C)O)n3cc([C@@H](N)CCCCN)nn3)CC2)n1 (stereo partly specified)
  -2% | -7% | -1%
> COc1cc(OC)cc(-c2c(-c3cccs3)c3cc(-c4ccc(OCc5ccccc5)cc4)ccc3n2C)c1
  -4% | -3% | -5%
> C=CCN1CCC(=O)C(C(=O)OCC)=C1C(=O)OCC
  -5% | 5% | 0%
> CC(=O)N1CCC(N(CCN2CCOCC2)C(=O)Nc2ccc(Cl)c(Cl)c2)CC1
  0% | 0% | 0%
> COC(=O)[C@]1(Cc2ccccc2)N[C@H](CN(C)C(C)=O)[C@@H]2C(=O)N(Cc3ccccc3)C(=O)[C@@H]21
  -1% | 1% | -1%
> O=C(OCc1c(-c2ccccc2)ncc2ccccc12)c1ccco1
  -1% | 5% | -17%
> COc1c(F)cc2[nH]c3c(c2c1F)CCNC3=O
  -5% | 3% | -3%
> CN(C)c1ccc(/C=C2\Oc3ccc(C#Cc4cccc(N)c4)cc3C2=O)cc1
  10% | ? | ?
> COc1ccc2c(c1)OC[C@H]1[C@H]2N2C(=O)CN(Cc3ccccc3)C(=O)[C@@]2(C)[C@H]1c1ccccc1
  -5% | -15% | 1%
> C=CC[C@H](CC(=O)N(CCO)Cc1ccccc1)C(=O)N[C@H](COC(=O)[C@H](CC=C)CC(=O)OC(C)(C)C)Cc1ccccc1
  -2% | 5% | -12%
> Cc1ccc(S(=O)(=O)NCCNS(=O)(=O)c2ccccc2Br)cc1
  0% | 6% | -2%
> CC1O[C@@H](OC2C(O)C(O)C(CO)O[C@H]2OC2C[C@]3(C)C(CC(O)C4[C@@H]([C@]5(C)CC[C@@H](C(C)(C)O)O5)CC[C@]43C)[C@@]3(C)CCC(O)C(C)(C)C23)C(O)C(O)C1O (stereo partly specified)
  -2% | 0% | 0%
> CSc1nc(N)nc2c1ncn2CC(=O)NCc1ccc2c(c1)OCO2
  -4% | 10% | 5%
> NC(=O)C1=C[C@@H](c2ccccc2)C[C@@H](OCCCCO)O1
  -1% | 4% | 1%
> O=c1oc(CCCO)cc2ccc(C#Cc3cccnc3)cc12
  0% | 1% | 1%
> CC1=C[C@@H](C)[C@@H](c2ccccc2)OC1=O
  -1%&-4% | 3% | -9%&1%

# Three compounds from above, sorted by their value in Vif-A3G inh, largest number first:
canonical_smiles	Vif-A3G inh
NC(=O)C1=C[C@@H](c2ccccc2)C[C@@H](OCCCCO)O1	1%
COC(=O)[C@]1(Cc2ccccc2)N[C@H](CN(C)C(C)=O)[C@@H]2C(=O)N(Cc3ccccc3)C(=O)[C@@H]21	-1%
COc1c(F)cc2[nH]c3c(c2c1F)CCNC3=O	-3%

# More entries:
# Each structure is followed by: GRP78 ERSR act | Vif-A3F inh | Vif-A3G inh
> CCN(CC)C(=O)[C@H]1C[C@H](CC(=O)NCc2ccco2)C(=O)N2CCc3c([nH]c4cc(CCC(=O)N(C)C)ccc34)[C@]12C
  0% | -3% | -3%
> CC(=O)C[C@H](O)CC(=O)[C@@H]1OC(=O)CCCCC/C=C/Cc2ccccc21
  -5% | -6% | -5%
> C=CCC[C@@H](Cc1ccc(F)cc1)C(=O)OC[C@@H](Cc1c[nH]c2ccccc12)NC(=O)[C@H](CC=C)CC(=O)N[C@H](CO)Cc1ccccc1
  -8% | 7% | -10%
> CCOC(=O)C[C@H]1c2cc(F)ccc2S(=O)(=O)N1Cc1ccc(OC)cc1
  -5%&-3% | 9% | 2%&-5%
> O=C1CCCC/C=C\C[C@H](CC(=O)N(CCO)Cc2ccccc2)C(=O)N2CCC[C@@H]2CO1
  -4% | -2% | 3%
> COc1cc(OC)cc(-c2cc3cc4c(cc3cn2)OCO4)c1
  0% | -6% | -40%
> O=C1c2ccccc2C(=O)N1CCc1c(-c2ccccc2)[nH]c2ccccc12
  2% | 6% | 1%
> CCN1C(=O)[C@H]2[C@@H](c3ccc(-c4ccccc4)c(OC)c3)N[C@@](CC(C)C)(C(=O)OC)[C@H]2C1=O
  -3% | -1% | 0%
> O=C1OCCN1c1c(-c2ccccc2)c(N2CCOCC2)nc2ccccc12
  -3% | -1% | -1%
> COc1cc2c(c(OC)c1OC)C(c1ccc3c(c1)OCO3)CC(=O)O2 (stereo unspecified)
  1%&0% | 0% | 1%
> O=c1[nH]c(Nc2ccccn2)cc2ccccc12
  0% | 1% | -18%
> NC(=O)c1ncn([C@@H]2O[C@H](CNCc3cccn3-c3ccncc3)[C@@H](O)[C@H]2O)n1
  -3% | -2% | -2%
> CCOC(=O)C[C@H]1c2ccccc2S(=O)(=O)N1Cc1ccc(Cl)cc1
  -3%&-2% | -1% | 0%&3%
> Cc1noc(C)c1NC(=O)N(C)C[C@H]1Oc2ccc(NC(=O)Nc3ccc4c(c3)OCO4)cc2C(=O)N([C@H](C)CO)C[C@@H]1C
  -2% | 3% | 1%
> Cn1c(-c2ccc(F)cc2)cc2onc(-c3c(F)cccc3Cl)c2c1=O
  2% | 4% | 1%
> O=C1CC2CCCN2C=C1I (stereo unspecified)
  -5% | 4% | 6%
> CC(C)(C)CN1C(=O)C(=O)NC[C@@H]1CCCCN
  6% | 1% | 0%
> C=CC[C@@H](Cc1ccc(F)cc1)C(=O)OC[C@H]1CCCN1C(=O)[C@@H](CC=C)CC(=O)N(CCO)Cc1ccccc1
  0% | -18% | 3%
> C=CC[C@@H](CC(=O)N(CCO)Cc1ccccc1)C(=O)NC[C@@H](OC(=O)[C@@H](CC=C)CC(=O)OC(C)(C)C)c1ccccc1
  2% | 7% | 1%
> COc1ccc(-c2sc3ccc(OC)cc3c2-c2ccc(OCCN3CCOCC3)cc2)cc1
  0% | 0% | 0%
> O=C(Cn1cc(COc2c(F)c(F)c(Br)c(F)c2F)nn1)c1ccc(O)cc1
  -4% | 4% | 4%
> O=C(C[C@@H]1C/C=C/CC[C@@H](Cc2ccc(F)cc2)C(=O)OC[C@H](Cc2ccccc2)NC1=O)N[C@H](CO)Cc1ccccc1
  -7% | ? | -23%
> O=C(C[C@H]1C/C=C\CC[C@H](Cc2ccc(F)cc2)C(=O)OC[C@@H](Cc2c[nH]c3ccccc23)NC1=O)NCCO
  1% | -10% | -9%
> CCCN=C1N(C)C[C@@H]2[C@@H]3C(=O)N(Cc4ccccc4)C(=O)[C@@H]3[C@](CC)(C(=O)OC)N12
  1% | 0% | 0%
> C[C@@H]1CN([C@@H](C)CO)C(=O)Cc2cc(NS(=O)(=O)c3ccccc3)ccc2O[C@H]1CN(C)Cc1ccncc1
  -6% | 2% | 3%
> Cc1cc(C)cc(SCc2noc(C(=O)NCCC(C)C)c2C(=O)NCCC(C)C)c1
  -1% | -6% | -4%
> O=C(NCc1nc2ccccc2[nH]1)C1=C[C@H](C2CCCCC2)C[C@H](OCCCCO)O1
  -5% | -4% | -6%
> Cc1ccc(Cn2c(CCNc3nc(-c4ccc(C)cc4)cs3)nc3cc(C(=O)NCCCO)ccc32)cc1
  -5% | -1% | -13%
> CC(C)C[C@@H](CN)NC(=O)c1nc[nH]c1C(=O)N[C@@H](C)C(=O)CNC[C@H](CC(C)C)NC(=O)c1nc[nH]c1C(=O)N[C@@H](CC(=O)O)C(=O)O
  -2% | 6% | 5%
> CCOC(=O)c1ccc2ncc(C(=O)OCC)c(NCCN(C)C)c2c1
  -1% | 1% | 3%
> COc1cc(C2CC(=O)Oc3cc(C)cc(C)c32)cc(OC)c1OC (stereo unspecified)
  -2%&0% | 4% | 1%
> C[C@H](CO)N1C[C@H](C)[C@@H](CN(C)C(=O)Nc2ccc(C(F)(F)F)cc2)Oc2c(NC(=O)c3ccncc3)cccc2C1=O
  -1% | 8% | -2%
> C[C@@]12C(=O)N(c3cccc(Cl)c3)C(=O)N1[C@@H]1c3ccccc3OC[C@@H]1[C@H]2c1ccccc1
  -4% | 3% | 1%
> CCN(C[C@H]1N[C@@](CC)(C(=O)OC)[C@H]2C(=O)N(Cc3ccccc3)C(=O)[C@@H]12)C(=O)C1CCCCC1
  -1% | 0% | 1%
> COCCNC(=O)c1cc(-c2ccccc2C)n(CC2CC(c3cccc([N+](=O)[O-])c3)=NO2)n1 (stereo unspecified)
  -7% | 0% | -3%
> C[C@H](CO)N1C[C@H](C)[C@@H](CN(C)S(C)(=O)=O)Oc2c(NC(=O)C3CC3)cccc2C1=O
  -1% | 3% | 0%
> CCN1C[C@@H]2[C@@H]3C(=O)N(Cc4ccccc4)C(=O)[C@@H]3[C@](C)(C1=O)N2C(=O)c1ccc(C(C)(C)C)cc1
  -3% | -2% | 1%
> CCC[C@@H](CN1CCC[C@H]1CN1C(N)=NC[C@@H]1Cc1ccccc1)N1C[C@@H](Cc2ccccc2)N(CCc2ccc(Cl)c(Cl)c2)C1=N
  -4% | 7% | -1%
> O=C(NCCc1ccccc1)c1cccc(NC(=O)C2CC2)c1
  -4% | 7% | -4%
> Cc1ccc(S(=O)(=O)N2[C@@H](c3ccc(Br)cc3)C(C(=O)O)=CC[C@H]2c2ccc(C(C)C)cc2)cc1
  0% | 6% | 3%

# Compounds above that have a furan ring, fused or not, in the order listed:
# Each structure is followed by: GRP78 ERSR act | Vif-A3F inh | Vif-A3G inh
> O=C(OCc1c(-c2ccccc2)ncc2ccccc12)c1ccco1
  -1% | 5% | -17%
> CCN(CC)C(=O)[C@H]1C[C@H](CC(=O)NCc2ccco2)C(=O)N2CCc3c([nH]c4cc(CCC(=O)N(C)C)ccc34)[C@]12C
  0% | -3% | -3%

# Remaining list, next part:
# Each structure is followed by: GRP78 ERSR act | Vif-A3F inh | Vif-A3G inh
> O=C1[C@@H](Oc2ccccc2)[C@@H](c2ccncc2)N1c1ccccc1
  -3% | -9% | ?
> CN(C)C(=O)CCc1ccc2c3c([nH]c2c1)[C@]1(C)[C@@H](C(=O)N2CCOCC2)C[C@H](CC(=O)NC(C)(C)C)C(=O)N1CC3
  -3% | -3% | 0%
> c1ccc(C2=NOC(c3nnc(-c4ccccc4)o3)C2)cc1 (stereo unspecified)
  1% | 6% | 1%
> COC(=O)[C@@]1(C)[C@H]2C(=O)N(Cc3ccccc3)C(=O)[C@H]2[C@H]2CN=C(SCc3ccc(C#N)cc3)N21
  -3% | -1% | -1%
> CC(C)=CCC[C@](C)(O[C@@H]1O[C@H](CO[C@@H]2O[C@H](CO)[C@@H](O)[C@H](O)[C@H]2O)[C@@H](O)[C@H](O)[C@H]1O)C1CC[C@]2(C)C1C(=O)CC1[C@@]3(C)CC[C@H](O[C@H]4O[C@@H](CO)[C@H](O)[C@@H](O)[C@@H]4O)C(C)(C)C3CC[C@]12C (stereo partly specified)
  0% | -8% | -2%
> COC(=O)[C@]1(Cc2ccccc2)N[C@H](CN(C)S(=O)(=O)c2ccc(C(F)(F)F)cc2)[C@@H]2C(=O)N(Cc3ccccc3)C(=O)[C@@H]21
  -1% | 6% | 1%
> CC[C@]12c3[nH]c4cc(CCC(=O)N(C)C)ccc4c3CCN1C(=O)[C@@H](CC(=O)NC(C)(C)C)C[C@@H]2C(=O)N1CCN(C(=O)C2CC2)CC1
  -2% | 8% | -2%
> CC[C@]1(C(=O)OC)[C@H]2C(=O)N(Cc3ccccc3)C(=O)[C@H]2[C@H]2CN=C(SCc3ccc(C(=O)OC)cc3)N21
  -2% | -2% | 0%
> O=C(NCc1ccccn1)C1Nc2ccc(C(F)(F)F)cc2C2C=CCC12 (stereo unspecified)
  -2% | 0% | -6%
> C[C@H]1CN([C@@H](C)CO)C(=O)Cc2cc(NC(=O)CCN3CCOCC3)ccc2O[C@@H]1CN(C)Cc1ccc(Oc2ccccc2)cc1
  -1% | -10% | 1%
> O=c1cc(-c2ccccc2)oc2ccc(Br)cc12
  6% | -11% | -9%
> OCCOCCn1c(CCNc2nc(-c3ccc(F)cc3)cs2)nc2cc(C(F)(F)F)ccc21
  0% | 6% | 4%
> CCOC(=O)CCCC(=O)Nc1ncnc2c1C(c1ccccc1)c1c(ccc3ccccc13)O2 (stereo unspecified)
  -7% | 2% | -20%
> CCN(CC)C(=O)[C@H]1C[C@H](CC(=O)NCCCn2ccnc2)C(=O)N2CCc3c([nH]c4cc(CCC(=O)N(C)C)ccc34)[C@]12C
  3% | -1% | 1%

# Only part of the results is shown, so the mix of outcomes need not match the whole.
